GPR151 ag: activators of human GPR151; PathHunter beta-arrestin GPR151 cells, luminescence; activation, % at 11.2 µM; 650,000 compounds, 1% hits; AID 1508602; in the data active = activation above about 4.9%;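 also: 0% = median of compound wells and 100% = cells with positive control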
Target sequence (Q8TDV0 whole entry, looked up): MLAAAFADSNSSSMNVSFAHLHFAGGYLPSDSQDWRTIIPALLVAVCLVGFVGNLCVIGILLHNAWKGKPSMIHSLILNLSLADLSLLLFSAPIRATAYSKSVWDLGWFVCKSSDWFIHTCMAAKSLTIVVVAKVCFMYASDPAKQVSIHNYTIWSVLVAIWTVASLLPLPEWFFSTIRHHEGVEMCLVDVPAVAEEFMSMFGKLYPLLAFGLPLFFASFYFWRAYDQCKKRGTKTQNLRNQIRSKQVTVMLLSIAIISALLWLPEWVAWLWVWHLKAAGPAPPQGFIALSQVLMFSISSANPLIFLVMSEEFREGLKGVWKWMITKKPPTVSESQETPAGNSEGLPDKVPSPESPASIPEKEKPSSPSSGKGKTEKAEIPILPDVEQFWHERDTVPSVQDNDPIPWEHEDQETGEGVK
TEAD-YAP inh: TEAD-YAP interaction inhibition; HEK-TIYL cells, TEAD-Gal4/YAP UAS-luciferase luminescence; inhibition, % at 9.12 µM; 640,000 compounds, 1.4% hits; in the data active = inhibition above about 32%;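 also: 0% = median of test compound wells and 100% = reference inhibitor wells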
FBW7 act: human FBW7 E3 ligase activation, primary screen | AID 1259310 | 650,000 compounds, 0.13% hits | normalized activity (activation), % at 26.1 µM | AlphaScreen FBW7–phospho-cyclin E peptide binding, activator screen; in the data active = normalized activity above about 1.9%;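 also: purified mutant Fbw7 with reduced substrate affinity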
MITF primary: blocks human microphthalmia-associated transcription factor; 650,000 compounds, 0.91% hits; AlphaScreen MITF homodimerization, bead proximity signal; inhibition, % at 2.6 µM; in the data active = inhibition above about 50%;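 also: 0% = vehicle wells with protein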
Target sequence (O75030 whole entry, looked up): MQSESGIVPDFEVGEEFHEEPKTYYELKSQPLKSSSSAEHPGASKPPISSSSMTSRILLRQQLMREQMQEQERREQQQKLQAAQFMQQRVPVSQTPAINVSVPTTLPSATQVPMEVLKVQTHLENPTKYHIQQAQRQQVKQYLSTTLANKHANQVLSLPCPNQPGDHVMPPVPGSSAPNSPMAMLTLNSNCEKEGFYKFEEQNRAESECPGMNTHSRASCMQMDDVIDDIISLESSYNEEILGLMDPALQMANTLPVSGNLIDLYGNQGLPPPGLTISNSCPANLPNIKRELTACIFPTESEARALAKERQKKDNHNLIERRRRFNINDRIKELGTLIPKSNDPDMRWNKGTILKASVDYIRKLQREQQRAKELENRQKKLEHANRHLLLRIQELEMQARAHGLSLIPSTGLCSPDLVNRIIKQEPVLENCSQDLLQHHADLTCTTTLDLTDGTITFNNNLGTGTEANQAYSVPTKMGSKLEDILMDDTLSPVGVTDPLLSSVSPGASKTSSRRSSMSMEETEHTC
* hit, by the source's call.

1: C=CCN(CC=C)C(=O)C(C)N1C(=O)c2ccccc2C1=O (stereo not drawn)
2: O=C1NC(=S)S/C1=C\c1ccc(Br)cc1
3: COCCNC(=O)[C@@H]1C[C@@H](NCc2cccc(F)c2)CN1Cc1cccc(Cl)c1
4: CC(=O)N(NC(=O)C(O)(c1ccccc1)c1ccccc1)c1ccc(C)c(Cl)c1
5: CCOC(=O)c1c(/N=c2\oc3ccc(OC)cc3cc2C(=O)Nc2ccc(C)cc2)sc2c1CCCC2
6: O=[N+]([O-])c1cc(S(=O)(=O)NC2=NCCCCC2)ccc1NCCCN1CCOCC1
7: COc1cc(NS(=O)(=O)c2ccc(NC(=O)COc3ccccc3)cc2)nc(OC)n1
8: CCN(CC)C1CC(=O)N(c2cccc(C)c2)C1=O (stereo not drawn)

entry no.	1	2	3	4	5	6	7	8
GPR151 ag	0.4	-0.6	-1.5	-0.3	0.2	0.4	0.2	2.8
TEAD-YAP inh	-4	-7	-2	7	20	15	3	1
FBW7 act	0.0	-0.1	0.1	-0.1	0.1	-0.1	0.0	0.0
MITF primary	11	16	-2	15	9	-12	-5	-4

9: CCNS(=O)(=O)c1cc(S(C)(=O)=O)ccc1Cl
10: Cc1ccc(CN2C(=O)CN(CC(=O)NCc3ccccc3Cl)C(=O)C2c2ccccc2F)cc1 (stereo not drawn)
11: COc1ccc(S(=O)(=O)NCC(c2ccc3c(c2)CCCN3C)N2CCOCC2)cc1C (stereo not drawn)
12: CCOC1(NC(=O)c2ccccc2)C(C)=CC(=O)C=C1C
13: COc1ccc(CC(=O)Nc2ccccc2C(=O)Nc2ccc(OC)cc2)cc1
14: Cc1cccc(-n2nnc(-c3nc(-c4ccncc4)no3)c2N)c1
15: Cc1nnc(SCC(=O)Nc2ccc(Cl)cc2C)s1
16: CC1C(C(=O)N(C=O)c2cccc(Cl)c2)C2C=CC1C21CC1 (stereo not drawn)

entry no.	9	10	11	12	13	14	15	16
GPR151 ag	-0.9	-0.4	1.4	1.1	1.2	2.4	1.2	-0.4
TEAD-YAP inh	-5	-2	-5	4	5	-16	2	-3
FBW7 act	-0.2	0.3	0.0	0.0	0.1	0.0	0.8	0.1
MITF primary	4	3	-2	2	12	3	-5	-2

17: O=C(CSc1ncnc2ccccc12)Nc1cccc(Cl)c1
18: COCCNc1nccn2c(-c3ccc(N4CCOCC4)cc3)cnc12
19: COC(=O)c1ccc(C2/C(=C(/O)c3ccc(C)cc3)C(=O)C(=O)N2CC(C)O)cc1 (stereo not drawn)
20: COc1ccc(C2=NN(S(C)(=O)=O)C(c3cccc(OC)c3OC)C2)cc1OC (stereo not drawn)
21: CS(=O)(=O)Nc1ccc(C(=O)NC2CCCC2)cc1
22: CCCOc1ccc(-c2cnc(SCC(N)=O)nc2N)cc1
23: CCN1CCSc2ccc(C(=O)NC3CCN(Cc4ccccc4)CC3)cc21
24: O=C(CCSc1nc(-c2ccco2)cc(C(F)(F)F)n1)NC1CC1

entry no.	17	18	19	20	21	22	23	24
GPR151 ag	-1.1	-2.0	0.0	0.4	1.0	0.7	-1.9	0.0
TEAD-YAP inh	15	10	6	-1	10	3	1	-13
FBW7 act	-0.1	-0.3	0.2	-0.3	-0.2	0.0	0.4	-0.4
MITF primary	2	-16	11	-7	-1	-11	17	-7

25: O=C1CCCN1CCn1cnc2c(Nc3ccc(N4CCOCC4)cc3)nc(N3CCC(N4CCOCC4)CC3)nc21
26: N[C@@H](C(=O)N1CCC(Nc2ccc3[nH]ncc3c2)CC1)c1ccccc1
27: O=C(Nc1ccccc1)c1cc2cc(Cl)cc(Cl)c2oc1=Nc1ccc(C(F)(F)F)cc1
28: N#CC(c1ccccc1)N(CCCCl)C(=O)c1ccco1 (stereo not drawn)
29: CCOc1ccc(OCCNCCCOC)cc1
30: Cn1c(SCC(N)=O)nnc1-c1ccc(F)cc1
31: Cc1ncc2c(c1CNC(=O)C1CCOCC1)CCN(Cc1ccc(N3CCCC3)cc1)C2
32: Cc1cc(=O)[nH]c(Sc2c(-c3ccccc3)c3ccc(Cl)cc3[nH]c2=O)n1

entry no.	25	26	27	28	29	30	31	32
GPR151 ag	-0.7	0.6	-0.6	2.4	0.2	-0.6	0.1	-0.9
TEAD-YAP inh	-4	5	11	-4	4	0	14	-1
FBW7 act	-0.2	-0.4	0.0	0.0	0.0	0.0	0.0	0.3
MITF primary	10	4	5	-6	15	7	7	18

33: COc1cccc(/C=c2\sc3nnc(-c4ccccc4)n3c2=O)c1
34: CCCNc1nc(Nc2ccc3ncccc3c2)nc2c1ncn2CCN1CCCC1=O
35: COc1ccc(CCNc2ccc(C(=O)N3CCCC3)cc2S(=O)(=O)Nc2cccc(C(F)(F)F)c2)cc1OC
36: O=C(O)c1ccccc1C(=O)Nc1ccc(Br)c(Cl)c1
37: O=C(Cn1cnc2c(nnn2-c2ccc(F)cc2)c1=O)N1CCCCCC1
38: COc1ccccc1Cn1c(=S)[nH]c2cc(C(=O)N3CCCCCC3)ccc2c1=O
39: Cc1cc(C)c2c(N)c(S(=O)(=O)Cc3ccc(Cl)cc3)sc2n1
40: COc1ccc(C(=O)Nc2cccc(OC(=O)c3ccc(C)c(S(=O)(=O)N4CCOCC4)c3)c2)cc1

entry no.	33	34	35	36	37	38	39	40
GPR151 ag	-0.6	0.2	2.8	-0.1	-0.4	-0.4	3.3	-2.7
TEAD-YAP inh	15	1	-12	-6	-1	-7	-14	66*
FBW7 act	0.1	0.0	0.0	0.0	-0.1	0.0	0.0	-0.2
MITF primary	-1	6	5	-5	10	-4	5	-8

41: CN(Cc1cscn1)C(=O)C1CC12CCN(Cc1ccc3nsnc3c1)CC2 (stereo not drawn)
42: Cc1ccc(C(=O)OCC(=O)Nc2cc(S(=O)(=O)N(C)C)ccc2C)cc1N
43: Cc1cccc(NC(=O)c2cnn3ccccc23)c1C
44: CCOC(=O)C(=NCCN(C)C)NNc1cccc(C(F)(F)F)c1
45: COC(=O)[C@@H]1CCCN1C(=O)Cc1ccc(N2CCC(NCCn3ccnc3)CC2)cc1
46: CCOc1ccc(S(=O)(=O)NCC(c2ccc3c(c2)CCCN3C)N(C)C)cc1 (stereo not drawn)
47: Cn1c(=O)c2c(n(C)c1=O)=NN/C(=C/[N+](=O)[O-])C=2
48: CCOc1ccc(NC(=O)c2sc3ncn(CC(=O)Nc4cccc(C(F)(F)F)c4)c(=O)c3c2C)cc1

entry no.	41	42	43	44	45	46	47	48
GPR151 ag	1.3	1.6	0.6	0.3	0.8	0.9	0.1	0.5
TEAD-YAP inh	8	6	-16	2	11	-5	9	-6
FBW7 act	0.3	0.0	-0.2	0.0	0.1	-0.1	-0.6	0.3
MITF primary	15	-5	6	5	-7	2	17	8

3 structures out of the list, sorted by formula weight, largest number first:
48: CCOc1ccc(NC(=O)c2sc3ncn(CC(=O)Nc4cccc(C(F)(F)F)c4)c(=O)c3c2C)cc1
42: Cc1ccc(C(=O)OCC(=O)Nc2cc(S(=O)(=O)N(C)C)ccc2C)cc1N
43: Cc1cccc(NC(=O)c2cnn3ccccc23)c1C

entry no.	48	42	43
GPR151 ag	0.5	1.6	0.6
TEAD-YAP inh	-6	6	-16
FBW7 act	0.3	0.0	-0.2
MITF primary	8	-5	6

Going on with the list:
49: O=C1NC2(CCN(Cc3ccc(Cl)cc3)CC2)Oc2ccccc21
50: O=C1CC(N2CCN(Cc3ccc4c(c3)OCO4)CC2)C(=O)N1c1cccc(Br)c1 (stereo not drawn)
51: C/C(=N\N=C(/N)SC1CC(=O)N(c2ccc(C(=O)O)cc2)C1=O)c1cccs1 (stereo not drawn)
52: O=C(Nc1cccc(Br)c1)c1ccc2c(c1)OCO2
53: O=C(Cn1ncc2c(=O)oc3ccccc3c21)NCc1cccnc1
54: CC1CN(C(=O)N2CCC(C(=O)NCC3CCCO3)CC2)c2ccccc2O1 (stereo not drawn)
55: O=C(Nc1ccc2oc(-c3ccc(Br)cc3)nc2c1)c1cc2ccccc2o1
56: Cc1cc(/C=C(\C#N)C(=O)Nc2ccccc2)c(C)n1-c1cccc([N+](=O)[O-])c1

entry no.	49	50	51	52	53	54	55	56
GPR151 ag	-0.6	0.8	1.0	-3.0	1.5	0.9	2.5	-1.1
TEAD-YAP inh	-3	-4	14	-14	9	5	-4	5
FBW7 act	0.2	0.1	0.0	0.0	0.1	-0.1	0.1	-0.1
MITF primary	8	-6	16	5	8	-7	9	2

Compound profiles (already shown). Order of values: GPR151 ag | TEAD-YAP inh | FBW7 act | MITF primary
O=C(Nc1ccc2oc(-c3ccc(Br)cc3)nc2c1)c1cc2ccccc2o1 in the list: 2.5 | -4 | 0.1 | 9
O=C1NC2(CCN(Cc3ccc(Cl)cc3)CC2)Oc2ccccc21 in the list: -0.6 | -3 | 0.2 | 8
O=C(Nc1cccc(Br)c1)c1ccc2c(c1)OCO2 in the list: -3.0 | -14 | 0.0 | 5
CC1CN(C(=O)N2CCC(C(=O)NCC3CCCO3)CC2)c2ccccc2O1 (stereo not drawn) in the list: 0.9 | 5 | -0.1 | -7
Cc1cc(/C=C(\C#N)C(=O)Nc2ccccc2)c(C)n1-c1cccc([N+](=O)[O-])c1 in the list: -1.1 | 5 | -0.1 | 2

Next section.
57: COC(=O)C1=C(C)N(C2CCCCC2)C(=O)/C1=C\c1ccc(Cl)cc1
58: CCOc1cc(C=O)ccc1OCCCCN1CCN(CC)CC1
59: CCCCCSc1nnc2c(n1)OC(c1ccc(OC(C)=O)c(OC)c1)N(C(C)=O)c1ccccc1-2 (stereo not drawn)
60: C/C(Cn1nnc([N+](=O)[O-])n1)=N\NC(=O)c1c(C)nnn1-c1nonc1N
61: O=C1C(=O)N(CCBr)C(c2ccccc2F)/C1=C(\O)c1ccccc1 (stereo not drawn)
62: COc1cc(/C=C2/C(=N)N3OC(C)=CC3=NC2=O)ccc1OCCCOc1ccccc1
63: O=C(NC1CCN(Cc2ccccc2)CC1)C1CCN(c2ccc(Cl)nn2)CC1
64: O=C(NCc1nnc2n1CCN(C(=O)c1cccc(C(F)(F)F)c1)CC2)c1ccccc1

entry no.	57	58	59	60	61	62	63	64
GPR151 ag	0.8	1.6	0.0	-2.1	2.0	0.2	-0.6	0.5
TEAD-YAP inh	1	10	6	14	3	-23	-1	0
FBW7 act	1.1	-0.1	0.0	0.1	-0.1	-0.1	0.1	0.0
MITF primary	11	71*	10	-12	9	-14	17	5

65: O=C(NCc1cccc2ccccc12)C(c1ccccc1)c1ccccc1
66: Cc1ccc2c(c1)-c1c(cnn1CC(=O)NC(C)C)CO2
67: CCC1CCCCN1C(=O)Cn1c(C(=O)OC)cc2ccsc21 (stereo not drawn)
68: Cc1nn(Cc2ccc(C(=O)O)o2)c(C)c1[N+](=O)[O-]
69: Cn1c(=O)c2c(nc(Br)n2C/C=N/NC(N)=O)n(C)c1=O
70: CC(C)C(=O)NCCc1nc(-c2cccnc2)n[nH]1
71: Cc1nc2cccc(C(=O)O)c2o1
72: Cc1ccc(-c2nc3ncccc3o2)cc1NC(=O)Cc1ccc(Cl)cc1

entry no.	65	66	67	68	69	70	71	72
GPR151 ag	-1.6	1.6	0.4	0.0	-0.6	1.3	-0.1	0.2
TEAD-YAP inh	4	7	-8	5	-8	-1	9	-2
FBW7 act	-0.1	-0.1	1.6	0.2	-0.2	-0.1	-0.2	0.2
MITF primary	-4	7	21	15	0	-3	35	-13

73: COc1ccc(/C=C2N=C(/C=C/c3ccc(Cl)cc3)OC/2=O)c(OC)c1
74: CCOc1ccc(S(=O)(=O)NCC2CCCO2)cc1 (stereo not drawn)
75: Nc1nnc(SCC(=O)NCc2ccco2)s1
76: O=C(Cc1ccc(Cl)cc1Cl)N1CCC(O)(c2ccccn2)CC1
77: CC(=O)c1c(C)[nH]c(C(=O)N(CC(C)C)CC(C)C)c1C
78: O=C(CN(c1ccc(Br)cc1)S(=O)(=O)c1ccccc1)NCC1CCCO1 (stereo not drawn)

entry no.	73	74	75	76	77	78
GPR151 ag	0.7	-0.9	0.5	-1.0	0.9	-0.2
TEAD-YAP inh	-8	3	1	-6	-5	1
FBW7 act	0.0	0.1	0.1	-0.2	0.0	0.1
MITF primary	-9	-7	-2	3	0	5

Compound activity deposited in PubChem BioAssay by The Scripps Research Institute Molecular Screening Center.
